Screening data as filed in PubChem BioAssay.
FBW7 activator – FBW7 E3 ligase activators, primary screen, biochemical, AlphaScreen, human; F-box/WD repeat-containing protein 7 (Homo sapiens), Q969H0; AlphaScreen FBW7–phospho-cyclin E peptide binding, activator screen; normalized activity (activation), % at 26.1 µM; actives 0.13% (n = 650,000); in the data active means normalized activity above about 1.9%;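 further: purified mutant Fbw7 with reduced substrate affinity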
MITF inh – MITF inhibitors, primary screen, biochemical, AlphaScreen, human. Microphthalmia-associated transcription factor (Homo sapiens), O75030. AlphaScreen MITF homodimerization, bead proximity signal. inhibition, % at 2.6 µM. actives 0.91% (n = 650,000). AID 1259374, 2018; in the data active means inhibition above about 50%;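 further: 0% = vehicle wells with protein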
Target sequence (O75030 whole entry, looked up): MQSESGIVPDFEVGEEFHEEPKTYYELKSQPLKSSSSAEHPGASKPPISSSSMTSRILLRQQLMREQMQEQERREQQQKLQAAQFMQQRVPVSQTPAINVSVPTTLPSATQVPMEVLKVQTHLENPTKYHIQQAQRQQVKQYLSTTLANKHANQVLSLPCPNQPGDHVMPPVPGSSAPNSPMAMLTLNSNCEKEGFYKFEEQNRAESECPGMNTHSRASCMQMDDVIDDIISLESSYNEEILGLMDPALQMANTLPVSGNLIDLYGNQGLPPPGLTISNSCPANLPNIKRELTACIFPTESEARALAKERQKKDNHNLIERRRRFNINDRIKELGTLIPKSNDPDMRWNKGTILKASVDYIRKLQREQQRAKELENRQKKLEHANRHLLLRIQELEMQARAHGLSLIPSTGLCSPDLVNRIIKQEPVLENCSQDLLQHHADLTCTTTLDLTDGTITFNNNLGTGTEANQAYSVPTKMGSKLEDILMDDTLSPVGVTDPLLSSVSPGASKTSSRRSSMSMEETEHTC
TEAD-YAP block – TEAD-YAP interaction inhibition, primary screen, TEAD-YAP interaction inhibitor project, luminescence, HEK-TIYL cells; TEAD-Gal4/YAP UAS-luciferase luminescence; inhibition, % at 9.12 µM; actives 1.4% (n = 640,000); in the data active means inhibition above about 32%;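 further: 0% = median of test compound wells and 100% = reference inhibitor wells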
GPR151 activ – activators of human GPR151, primary screen, cell-based, PathHunter beta-arrestin, luminescence; AID 1508602, 2020; actives 1% (n = 650,000); PathHunter beta-arrestin GPR151 cells; activation, % at 11.2 µM; G-protein coupled receptor 151 (Homo sapiens), Q8TDV0; in the data active means activation above about 4.9%;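 further: 0% = median of compound wells and 100% = cells with positive control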
Target sequence (Q8TDV0 whole entry, looked up): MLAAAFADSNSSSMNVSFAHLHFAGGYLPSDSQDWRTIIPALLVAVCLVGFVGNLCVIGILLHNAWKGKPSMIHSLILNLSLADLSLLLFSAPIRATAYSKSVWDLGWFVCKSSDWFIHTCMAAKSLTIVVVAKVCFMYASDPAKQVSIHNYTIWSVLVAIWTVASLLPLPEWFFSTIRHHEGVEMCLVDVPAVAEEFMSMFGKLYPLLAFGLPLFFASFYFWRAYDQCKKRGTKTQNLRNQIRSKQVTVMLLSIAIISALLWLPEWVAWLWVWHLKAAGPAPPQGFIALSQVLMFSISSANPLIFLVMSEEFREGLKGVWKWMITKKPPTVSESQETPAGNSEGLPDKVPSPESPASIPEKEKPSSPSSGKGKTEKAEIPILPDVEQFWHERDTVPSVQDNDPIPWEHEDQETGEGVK
An asterisk follows results filed as active; / = no result given.

SMILES | FBW7 activator | MITF inh | TEAD-YAP block | GPR151 activ
O=C(/C=C/c1cccc([N+](=O)[O-])c1)Nc1cccc(F)c1 | 0.0 | 0.4 | -42.5 | 2.4
Cc1ccc(C(=O)OC(C)CN2CCOCC2)cc1 (stereo unspecified) | -0.1 | -7.3 | -5.5 | 0.3
COc1cc(C2C=C(c3ccccc3)Nc3ncnn32)cc(OC)c1OC (stereo unspecified) | 0.0 | 10.7 | 61.1* | -0.4
Cc1ccc(NC(=O)NC2OC(=O)C(Br)=C2Br)cc1 (stereo unspecified) | 0.1 | 9.9 | -2.9 | -2.1
O=C(O)C1CC(O)CN1C(=O)Oc1ccccc1 (stereo unspecified) | 0.6 | 13.6 | -8.1 | 1.1
CNc1cc(OCc2ccc(C(C)(C)C)cc2)ncn1 | -0.1 | -14.1 | 11.1 | -0.1
CCc1nc(SCc2ccccc2C)n[nH]1 | 0.1 | 12.7 | -19.2 | 1.5
Cc1cccc(Nc2nnc(SCC(=O)Nc3sc4c(c3C(N)=O)CCC4)s2)c1 | 0.1 | -1.9 | -11.7 | -0.7
COc1ccc(NC(=O)CS(=O)CC(=O)NCCCc2ccccc2)cc1 (stereo unspecified) | -0.1 | -13.5 | 4.2 | 1.3
CCOC(=O)c1ccc(NS(=O)(=O)c2cc([N+](=O)[O-])ccc2Cl)cc1 | -0.1 | 3.1 | -0.4 | 3.0
Cc1ccc(CC(=O)Nc2ccc(F)cc2F)cc1 | 0.0 | -21.5 | -10.1 | 3.0
O=C(Cn1nc(-c2ccc(F)cc2)ccc1=O)Nc1ccc(C(=O)N2CCOCC2)cc1 | 0.5 | 16.0 | -13.5 | 0.6
Cc1ccccc1-c1cc(C(=O)Nc2nncs2)c2ccccc2n1 | 0.0 | 13.8 | 3.6 | 0.1
CC(=O)c1cccc(-c2ncc(C)c(NCc3ccccc3)n2)c1 | 0.3 | 15.8 | 2.3 | 0.3
C[C@H](N)C(=O)CCCCCC(=O)O | / | 9.5 | / | -1.9
CCOCCOC(=O)C1=C(C)NC2=C(C(=O)CCC2)C1c1ccc(OC)c(Br)c1 (stereo unspecified) | -0.1 | -12.3 | 7.5 | -0.1
CN(C1CCCC1)S(=O)(=O)c1ccc(C(=O)Nc2ccc3c(c2)OCO3)cc1 | 0.0 | 7.6 | 2.3 | 1.2
CCn1c(SCC(=O)Nc2nc(C)cs2)nc2c(c1=O)SCC2 | -0.1 | -4.3 | 11.4 | 6.3*
CC(=O)C1=C(C)N=c2s/c(=C/c3cccs3)c(=O)n2C1c1ccc(N(C)C)cc1 (stereo unspecified) | -0.2 | 3.5 | -3.8 | 2.0
C=CCOC(=O)C1=C(C)NC2=C(C(=O)CC(c3ccc(OC)cc3)C2)C1c1cc2c(cc1Cl)OCO2 (stereo unspecified) | 0.2 | 6.2 | 4.7 | 0.2
CC(C)C1=NN2C(=N)/C(=C/c3ccc(-c4ccccc4)o3)C(=O)N=C2S1 | -0.2 | 4.4 | -6.3 | 2.1
CC(=O)N1CCN(Cc2ccc3c(c2)CN(Cc2cccn2-c2ccccn2)CCO3)CC1 | 0.6 | 8.2 | 7.0 | -0.1
CN(C)c1ccc(-c2nnc(SCC(N)=O)n2C)cc1 | 0.1 | -2.1 | -8.8 | -0.8
O=C(NCCCN1CCOCC1)c1cc2c(=O)oc3ccccc3c2s1 | -0.1 | -6.6 | 18.6 | -0.4
COc1ccc(-n2c(SCC(=O)Nc3cccc(O)c3)nnc2-c2ccccn2)cc1 | 0.7 | 7.6 | 8.2 | -0.6
SMILES | FBW7 activator | MITF inh | TEAD-YAP block | GPR151 activ
COCCN1C(=O)C(=O)/C(=C(\O)c2ccccc2)C1c1ccc2c(c1)OCO2 (stereo unspecified) | -0.1 | -2.7 | 5.1 | 0.0
O=C(O)/C=C/C(=O)N(CCc1ccccc1)C1CC(=O)N(c2ccc(Cl)cc2)C1=O (stereo unspecified) | -0.1 | -6.4 | 10.7 | -0.1
N#Cc1ccc(OCC(=O)NCC2COc3ccccc3O2)cc1 (stereo unspecified) | 0.1 | 14.0 | -6.0 | 0.0
COc1ccc(C2NC(=S)NC(C)=C2C(=O)NCc2ccccc2)cc1 (stereo unspecified) | -0.1 | -2.1 | 6.3 | 0.3
Fc1ccc(-c2n[nH]c(=S)n2CCN2CCOCC2)cc1 | 0.3 | 9.9 | 14.4 | 4.2
CC(=O)Nc1ccc(-c2nnn(CC(=O)N3CCCc4ccccc43)n2)cc1Cl | 0.0 | -1.6 | 3.5 | 3.6
CCCOc1ccc(C(=O)NNC(=O)c2cc3cc(Br)ccc3oc2=O)cc1 | -0.1 | -1.2 | 5.3 | -1.0
CC(=O)c1cccc(CN2CCN(CC(C)C)C(CCO)C2)c1 (stereo unspecified) | 0.5 | 15.6 | 5.9 | -1.5
CCOc1ccnc2c1c(=O)n(Cc1cc(C)ccc1C)c(=O)n2C | 0.1 | -4.6 | 13.6 | -1.3
COc1cc(OC)nc(Oc2ccccc2C(=O)N[C@H](C(=O)NC(C)C)C(C)C)n1 | 0.0 | -2.6 | 2.5 | -0.6
COCCNC(=O)c1ccc(-n2c(SCC(=O)c3ccc(Br)cc3)nc3ccccc3c2=O)cc1 | -0.2 | -5.4 | 2.6 | 0.2
COc1ccc(CN2CC(C(=O)NCCCN3CCOCC3)CC2=O)cc1 (stereo unspecified) | -0.2 | 4.2 | -6.2 | -0.6
Cc1ccc(C(=O)NC2CC3CCC(C2)N3Cc2ccco2)cc1 (stereo unspecified) | 0.0 | -6.6 | 0.8 | -1.4
CCOc1ccccc1NC(=O)c1ccc(F)c(S(=O)(=O)NCCc2ccccc2)c1 | 0.0 | -2.3 | -2.3 | 0.1
CCOc1ccc(C(=O)Nc2ccc(OC)c3ccccc23)cc1 | -0.1 | -3.0 | -9.0 | -0.4
CCCCCn1c(=S)[nH]c2cc(C(=O)NC3CCCCC3)ccc2c1=O | 0.0 | 9.8 | 3.7 | -1.7
O=C1NC(=O)C(CCc2ccccc2)(C2CCN(Cc3ccccc3)CC2)N1 (stereo unspecified) | -0.2 | 7.0 | 2.2 | -0.9
COc1ccc(-c2nc(-c3ccc([N+](=O)[O-])cc3)no2)cc1 | -0.2 | 11.0 | -3.6 | 4.7
Cc1ccc(/C(O)=C2\C(=O)C(=O)N(CC(C)O)C2c2ccc(Cl)cc2)cc1 (stereo unspecified) | 0.1 | 1.1 | 0.0 | 1.1
Cc1nc2ccccc2c(=O)n1NC(=O)c1ccccc1[N+](=O)[O-] | -0.1 | -1.4 | 1.4 | -0.8
N=C1C(c2nc3ccccc3[nH]2)=C(O)CN1Cc1ccco1 | 0.1 | -2.7 | -25.2 | 0.1
CN(Cc1ccccc1)CC(O)COc1ccc(CNCc2nccn2C)cc1 (stereo unspecified) | 0.0 | 11.1 | -7.6 | -0.7
Cc1ccc(OCC(=O)Nc2ccc(S(=O)(=O)N3CCC(C)CC3)cc2)c(C)c1 | -0.1 | 3.9 | 17.6 | -0.7
COc1cccc(C(=O)NN2CC(O)=C(c3nc4ccccc4c(=O)[nH]3)C2=N)c1 | 0.5 | 19.4 | -10.5 | -1.1
O=C1NC(=Nc2ccccc2)S/C1=C/c1cccc(OCc2ccc(Cl)cc2Cl)c1 | -0.1 | 7.9 | 4.4 | -0.1
SMILES | FBW7 activator | MITF inh | TEAD-YAP block | GPR151 activ
Cc1cc2c(c(=O)n1Cc1ccco1)C(c1ccc3c(c1)OCO3)C(C#N)=C(N)O2 (stereo unspecified) | 0.3 | 6.4 | 16.6 | -0.8
COCCC(=O)NCC1Cc2cc(-c3cc(OC)ccc3OC)cc(Cl)c2O1 (stereo unspecified) | -0.1 | 1.9 | 0.3 | 0.1
CSc1ccccc1NC(=O)N1CCC(CO)(Cc2cccc(F)c2)CC1 | 0.0 | 8.0 | 1.8 | -0.4
O=C(Nc1ccc(S(=O)(=O)NC(=O)c2ccc(Cl)cc2Cl)cc1)c1ccc(Cl)cc1Cl | 0.0 | -0.8 | 11.8 | -0.1
CCN(CCN(C)C)Cc1cccc(OCc2ccccc2)c1 | 0.0 | 60.7* | 5.6 | -0.4
CC(C)C(CC(=O)O)NCc1ccccc1[N+](=O)[O-] (stereo unspecified) | 0.1 | 14.2 | -10.2 | 0.5
Cc1ccc(N2CCn3c2nc2c3c(=O)[nH]c(=O)n2C)cc1C | 0.0 | 11.6 | -0.5 | -0.9
COc1ccc(Nc2nc(C)c([N+](=O)[O-])c(Nc3ccccc3OC)n2)cc1 | 0.0 | 8.7 | 6.1 | 1.7
CC1CC(C)CN(c2ccc(N3C(=O)C4C5C=CC(C5)C4C3=O)cc2[N+](=O)[O-])C1 (stereo unspecified) | 0.6 | 9.5 | 14.4 | 1.6
O=C(NCC(c1ccco1)N1CCc2ccccc2C1)c1c(F)cccc1Cl (stereo unspecified) | -0.2 | -6.3 | 3.3 | 1.0
COc1ccc(S(=O)(=O)NCCc2sc(C)nc2C)cc1 | 0.0 | -0.6 | 4.7 | -1.0
COc1ccc2c3c(c(=O)oc2c1)CN(C(=O)C(C)(C)C)CC3 | 0.1 | 2.9 | -8.6 | 0.2
O=C(Cc1ccccc1[N+](=O)[O-])NC1CC2CCC1C2 (stereo unspecified) | 0.2 | -0.8 | 2.2 | -1.9
Cc1ccc(C)c(Nc2ncccc2C(=O)NC2CCCC2)c1 | 0.0 | 3.3 | 15.3 | 0.6
Cc1cc(C(=O)NC2CCCCC2)on1 | -0.1 | -4.8 | -6.1 | -0.7
Cc1cccc2cc3c(N)c(C(=O)NCC4CCCO4)sc3nc12 (stereo unspecified) | 0.2 | 11.2 | -35.8 | -1.3
Cc1cc2c(cc1S(=O)(=O)NCc1ccco1)OCC(=O)N2 | 0.1 | 10.9 | 2.9 | 0.6
O=C(Nc1nc(-c2ccc(Br)cc2)cs1)c1ccc([N+](=O)[O-])cc1 | 0.0 | 8.8 | -7.3 | -0.9
CCOC(=O)c1ccc(CN(Cc2ccc(Br)cc2)S(=O)(=O)c2ccc(F)c(C(=O)Nc3c(C)cc(C)cc3C)c2)cc1 | 0.4 | -2.4 | 5.7 | -0.4
CCCCOC(=O)c1ccc(OC(=O)c2sc3ncn(Cc4ccccc4Cl)c(=O)c3c2C)cc1 | -0.1 | -1.8 | 5.2 | 1.8
Cc1ccc(/C=C2/SC(=S)N(CCC(=O)O)C2=O)o1 | -0.1 | 38.5 | 0.7 | -0.1
Cc1ccc(C(=O)c2ccc(C)c([N+](=O)[O-])c2)cc1[N+](=O)[O-] | 0.2 | -6.7 | -3.4 | -1.4
COc1ccc(-c2csc(/C(C#N)=C/Nc3cccc(F)c3)n2)cc1 | 0.3 | 6.0 | 0.3 | -0.1
COc1ccc(C(c2sc3nc(C)nn3c2O)N2CCN(CCO)CC2)cc1OC (stereo unspecified) | 0.2 | -1.3 | -0.4 | 0.7
CSc1cc(C)c2c(c1)COC1(CCN(C(=O)CC(C)CC(=O)O)CC1)O2 (stereo unspecified) | 0.3 | -6.6 | 4.4 | 1.8

One compound at a time, from the list above. Order of screens: FBW7 activator | MITF inh | TEAD-YAP block | GPR151 activ
CCOc1ccc(C(=O)Nc2ccc(OC)c3ccccc23)cc1 is listed as -0.1 | -3.0 | -9.0 | -0.4
N#Cc1ccc(OCC(=O)NCC2COc3ccccc3O2)cc1 (stereo unspecified) is listed as 0.1 | 14.0 | -6.0 | 0.0
O=C(Cn1nc(-c2ccc(F)cc2)ccc1=O)Nc1ccc(C(=O)N2CCOCC2)cc1 is listed as 0.5 | 16.0 | -13.5 | 0.6
Cc1ccc(/C(O)=C2\C(=O)C(=O)N(CC(C)O)C2c2ccc(Cl)cc2)cc1 (stereo unspecified) is listed as 0.1 | 1.1 | 0.0 | 1.1
C=CCOC(=O)C1=C(C)NC2=C(C(=O)CC(c3ccc(OC)cc3)C2)C1c1cc2c(cc1Cl)OCO2 (stereo unspecified) is listed as 0.2 | 6.2 | 4.7 | 0.2

Next part.
SMILES | FBW7 activator | MITF inh | TEAD-YAP block | GPR151 activ
CN1N=C(c2ccc3c(c2)OCCO3)CCC1=O | 0.1 | 13.8 | -7.6 | -0.8
O=C(NCC1OCCCN1S(=O)(=O)c1cc(F)ccc1F)C(=O)NC1CC1 (stereo unspecified) | -0.1 | -8.1 | 3.9 | 0.2
CCCc1ccc(C(=O)Nc2ccc(Cl)cn2)cc1 | 0.0 | 3.4 | -20.0 | -1.3
COC(=O)c1cc(-c2ccc(Cl)cc2)nc2ccccc12 | 0.1 | -2.6 | 4.6 | -1.7
CCN(CC)C(=O)c1c([N+](=O)[O-])cnn1C | 0.0 | -3.7 | -11.1 | -1.7
CC(CCc1ccccc1)NCc1cccnc1 (stereo unspecified) | -0.1 | -1.3 | 3.4 | 0.9
COc1ccccc1C(=O)N/N=C/c1ccc(C#N)cc1 | 0.0 | -12.7 | -11.5 | 1.0
Cc1c(C(=O)NCc2ccco2)sc2ncn(CC(=O)N3CCCC(C)C3)c(=O)c12 (stereo unspecified) | 0.1 | 9.7 | 1.6 | 0.4
Nc1ccc2nc(SCc3nc4ccccc4[nH]3)sc2c1 | 0.0 | -0.4 | -3.1 | 1.8
COc1ccccc1CCNC(=O)c1ccc(COCC(F)(F)C(F)F)cc1 | 0.6 | 17.3 | -4.5 | -1.9
Oc1ccc(/C=N\Nc2nncc(-c3ccccc3)n2)cc1 | 0.6 | 4.5 | -1.1 | -0.2
c1ccc2c(-c3nc(NCCN4CCOCC4)c4ncn(-c5ccsc5)c4n3)csc2c1 | -0.2 | -2.0 | 19.2 | 2.5

Compounds were not picked by outcome. Share with any hit: about 3.5%.
